High-throughput results: PubChem BioAssay, University of Kansas High Throughput Screening Laboratory
Pf apPOL block – Pf-apPOL DNA polymerase inhibition; Recombinant Pf-apPOL, molecular beacon fluorescence, 1.5 h; inhibition, % at 10 µM; actives 0.25% (n = 210,000)
mHTT-CaM PPI inh – disrupts binding of mutant huntingtin to calmodulin; P42858; AlphaScreen His-mHTT/GST-CaM binding, luminescence; inhibition, % at 15 µM; actives 3.6% (n = 190,000); AID 1671202;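 note: 0% = both proteins with DMSO and 100% = one protein alone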
Target sequence (P42858 whole entry, looked up, stated change not applied): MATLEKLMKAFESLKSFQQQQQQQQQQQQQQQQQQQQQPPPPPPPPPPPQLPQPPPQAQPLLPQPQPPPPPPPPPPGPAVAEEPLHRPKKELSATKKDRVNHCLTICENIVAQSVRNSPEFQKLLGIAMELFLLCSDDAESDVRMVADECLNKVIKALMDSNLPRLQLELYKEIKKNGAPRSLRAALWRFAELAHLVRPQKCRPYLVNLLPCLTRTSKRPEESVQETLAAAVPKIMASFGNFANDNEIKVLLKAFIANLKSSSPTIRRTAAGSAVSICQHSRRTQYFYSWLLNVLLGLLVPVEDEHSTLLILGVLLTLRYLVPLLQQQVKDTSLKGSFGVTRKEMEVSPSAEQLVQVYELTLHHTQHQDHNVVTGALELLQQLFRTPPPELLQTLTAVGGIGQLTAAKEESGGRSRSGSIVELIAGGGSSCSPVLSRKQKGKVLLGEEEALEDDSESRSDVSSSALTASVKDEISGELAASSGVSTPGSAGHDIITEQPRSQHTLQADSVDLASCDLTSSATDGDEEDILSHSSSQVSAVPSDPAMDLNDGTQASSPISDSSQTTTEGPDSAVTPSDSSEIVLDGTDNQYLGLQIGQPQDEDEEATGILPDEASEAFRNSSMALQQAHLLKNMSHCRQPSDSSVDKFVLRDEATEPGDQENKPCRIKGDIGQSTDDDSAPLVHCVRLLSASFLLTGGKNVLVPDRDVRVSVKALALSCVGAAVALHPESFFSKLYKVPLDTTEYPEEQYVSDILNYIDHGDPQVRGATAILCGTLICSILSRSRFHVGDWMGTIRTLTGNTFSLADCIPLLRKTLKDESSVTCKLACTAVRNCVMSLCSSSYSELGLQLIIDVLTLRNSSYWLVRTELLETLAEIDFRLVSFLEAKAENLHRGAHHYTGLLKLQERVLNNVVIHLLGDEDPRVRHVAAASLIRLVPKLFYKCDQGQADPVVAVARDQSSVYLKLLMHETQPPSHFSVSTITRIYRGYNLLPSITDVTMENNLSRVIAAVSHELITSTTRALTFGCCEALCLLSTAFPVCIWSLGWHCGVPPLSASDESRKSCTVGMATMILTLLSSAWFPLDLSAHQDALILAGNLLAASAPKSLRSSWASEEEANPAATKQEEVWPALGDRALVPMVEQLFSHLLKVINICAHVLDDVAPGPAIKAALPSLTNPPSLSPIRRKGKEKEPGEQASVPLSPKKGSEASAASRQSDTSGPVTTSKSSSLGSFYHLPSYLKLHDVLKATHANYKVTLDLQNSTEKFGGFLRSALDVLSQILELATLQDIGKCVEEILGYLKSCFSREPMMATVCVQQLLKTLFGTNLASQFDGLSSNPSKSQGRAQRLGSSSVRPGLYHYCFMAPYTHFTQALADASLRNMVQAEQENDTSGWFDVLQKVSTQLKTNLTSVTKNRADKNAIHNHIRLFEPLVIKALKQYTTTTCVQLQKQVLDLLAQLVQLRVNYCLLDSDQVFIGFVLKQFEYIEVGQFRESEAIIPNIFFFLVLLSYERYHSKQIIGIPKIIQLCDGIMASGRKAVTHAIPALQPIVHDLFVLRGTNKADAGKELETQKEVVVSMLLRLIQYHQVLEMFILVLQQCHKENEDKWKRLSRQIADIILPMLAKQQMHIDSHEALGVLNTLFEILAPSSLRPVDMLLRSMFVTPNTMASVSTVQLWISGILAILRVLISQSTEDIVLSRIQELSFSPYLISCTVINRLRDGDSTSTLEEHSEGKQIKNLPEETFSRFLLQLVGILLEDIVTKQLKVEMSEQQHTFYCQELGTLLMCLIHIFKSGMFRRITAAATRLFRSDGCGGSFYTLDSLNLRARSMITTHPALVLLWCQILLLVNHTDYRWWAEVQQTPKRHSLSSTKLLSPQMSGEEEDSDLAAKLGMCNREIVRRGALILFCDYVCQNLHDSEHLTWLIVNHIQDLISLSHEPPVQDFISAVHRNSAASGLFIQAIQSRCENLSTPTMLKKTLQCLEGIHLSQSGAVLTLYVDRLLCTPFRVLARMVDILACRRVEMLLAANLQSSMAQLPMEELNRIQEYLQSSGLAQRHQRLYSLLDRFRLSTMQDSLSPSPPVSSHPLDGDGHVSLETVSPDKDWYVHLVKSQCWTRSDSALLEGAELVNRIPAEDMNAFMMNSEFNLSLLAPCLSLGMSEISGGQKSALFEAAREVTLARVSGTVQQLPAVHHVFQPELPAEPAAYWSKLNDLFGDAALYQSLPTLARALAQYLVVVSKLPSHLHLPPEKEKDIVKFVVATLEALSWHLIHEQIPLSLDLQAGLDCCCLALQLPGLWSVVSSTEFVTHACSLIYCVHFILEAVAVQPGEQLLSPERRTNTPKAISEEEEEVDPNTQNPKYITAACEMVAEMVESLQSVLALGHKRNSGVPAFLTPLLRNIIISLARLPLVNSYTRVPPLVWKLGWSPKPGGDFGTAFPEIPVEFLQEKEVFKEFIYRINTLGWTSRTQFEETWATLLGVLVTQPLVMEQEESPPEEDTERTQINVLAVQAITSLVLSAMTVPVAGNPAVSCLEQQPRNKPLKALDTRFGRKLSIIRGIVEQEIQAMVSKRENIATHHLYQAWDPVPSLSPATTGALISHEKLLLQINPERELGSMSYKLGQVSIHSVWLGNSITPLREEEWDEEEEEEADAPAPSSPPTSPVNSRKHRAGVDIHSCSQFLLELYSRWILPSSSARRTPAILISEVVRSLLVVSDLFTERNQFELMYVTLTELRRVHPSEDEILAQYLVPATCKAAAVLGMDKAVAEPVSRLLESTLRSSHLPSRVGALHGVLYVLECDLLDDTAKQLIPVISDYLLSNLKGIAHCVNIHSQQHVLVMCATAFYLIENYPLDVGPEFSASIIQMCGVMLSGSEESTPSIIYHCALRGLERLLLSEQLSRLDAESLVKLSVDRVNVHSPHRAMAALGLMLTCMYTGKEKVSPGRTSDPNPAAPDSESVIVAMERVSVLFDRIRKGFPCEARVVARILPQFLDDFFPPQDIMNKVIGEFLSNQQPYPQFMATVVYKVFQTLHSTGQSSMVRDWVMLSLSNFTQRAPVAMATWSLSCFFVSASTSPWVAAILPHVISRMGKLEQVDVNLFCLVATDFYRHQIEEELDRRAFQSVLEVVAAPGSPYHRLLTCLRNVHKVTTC
* marks the source's active call; other numbers are inactive results; i = inactive; nt = not tested or not shown; & = joins results of further samples. Cut-off read from the data, not from the text of the source: active = inhibition above about 50%; inactive = the rest. An excerpt; the hit share may differ from the screen's.

| Compound | Pf apPOL block | mHTT-CaM PPI inh |
| --- | --- | --- |
| O=C1CC(=O)N(Cc2ccc(F)cc2)C(=O)N1 | -5 | 3 |
| c1ccc(C23CC4CN(CCN(C4)C2)C3)cc1 | 12 | 6 |
| COc1ccccc1Oc1coc2cc(OC(=O)N(C)C)ccc2c1=O | -4 | -4 |
| CCC(=O)N1N=C2C3CCN(CC3)C2C1c1ccccc1Cl (stereo not given) | -6 | -6 |
| CN1C(=O)C(C2(C#N)CCCCC2)C(=O)N(C)C1=O | 4 | 0 |
| CN(CCc1ccccc1)Cc1cccc([N+](=O)[O-])c1 | 5 | 6 |
| COc1ccc2c(c1)C1(CCN(C(=O)CCc3ccccc3)C1)C(=O)N2C (stereo not given) | -3 | 10 |
| CCOc1ccccc1NC(=O)C(Cl)(Cl)Cl | -10 | -26 |
| O=[N+]([O-])c1ccc(NCC(O)c2ccccc2)c2ncccc12 (stereo not given) | 7&6 | 27&10 |
| COC1=CC23CCCN2CCc2cc4c(cc2C3C1O)OCO4 (stereo not given) | -4 | nt |
| Cc1ccc2[nH]c(=S)n(-c3ccc(Br)c(Cl)c3)c(=O)c2c1 | 2&-19 | nt |
| CCOC(=O)[C@]12Cc3ccccc3[C@H]1N(Cc1ccccc1)C(=O)c1cc(OC)ccc12 | -8 | -9 |
| Cc1cc([N+](=O)[O-])c(N2CCN(C)CC2)cc1N | 4 | -3 |
| COc1cc(C=C2Oc3cc(OC(=O)N(C)C)ccc3C2=O)cc(OC)c1OC | -10 | 1 |
| CCOC(=O)[C@]12Cc3cc(OC)ccc3[C@H]1N(C)C(=O)c1cc(OC)ccc12 | -3 | -14 |
| C=C(C)[C@H]1CN[C@H](C(=O)O)[C@H]1CC(=O)O | 2 | nt |
| COc1cc(CN2CCN(c3cc(C)ccc3C)CC2)ccc1O | -3 | 5 |
| COc1ccc2c(c1)C1(CCN(C(=O)c3cccc(Cl)c3)C1)C(=O)N2 (stereo not given) | 0 | 17 |
| CN1CCN(c2cc3nc(N)c(C#N)nc3cc2F)CC1 | nt | -1 |
| CCC(=O)N1N=C2C3CCN(CC3)C2C1c1ccc(SC)cc1 (stereo not given) | -11 | 6 |
| COc1cc2c(cc1OC)C(C)NCC2 (stereo not given) | 0 | -4 |
| N#CC1=C(N)Oc2n[nH]c(-c3ccccc3)c2C1c1cccc(O)c1 (stereo not given) | 0 | 14 |
| O=[N+]([O-])/C=C/c1ccc(OCc2ccccc2Cl)cc1 | -5 | 18 |
| O=C1CSC(c2ccc(OCc3ccccc3)cc2)c2c(n(C3CCCC3)[nH]c2=O)N1 (stereo not given) | -4 | 1 |
| CN1CCN(Cc2ccc[nH]2)CC1 | -6 | 30 |

Quoted from the listing:
Reading for c1ccc(C23CC4CN(CCN(C4)C2)C3)cc1 under mHTT-CaM PPI inh: 6
Reading for CCOC(=O)[C@]12Cc3ccccc3[C@H]1N(Cc1ccccc1)C(=O)c1cc(OC)ccc12 under mHTT-CaM PPI inh: -9

Next part.
| Compound | Pf apPOL block | mHTT-CaM PPI inh |
| --- | --- | --- |
| CN1CCc2[nH]c(=S)c(C#N)c(-c3ccsc3)c2C1 | nt | 48 |
| Cc1ccc(OCCn2cc(/C=C3\C(=O)NC(=O)N(Cc4ccco4)C3=O)c3ccccc32)cc1 | -4 | 7 |
| CC12CCC(C(=O)Nc3ccc(Cl)cc3C(=O)c3ccccc3)(CC1=O)C2(C)C (stereo not given) | -1 | 0 |
| Cn1cc(CC(=O)N2CCN(C3CCCCC3)CC2)c2ccccc21 | -2 | 23 |
| CNC(=O)Oc1ccc2ncccc2c1 | -9 | -5 |
| NC(=S)NN=Cc1coc2ccccc2c1=O | 1&14 | nt |
| COc1ccc(CCN2CCN(c3ccccc3OC)CC2)cc1OC | -4 | 1 |
| CC(=O)[C@@H]1[C@@H]2NC(=S)N[C@@]1(C)Oc1ccccc12 | nt | -4 |
| CN(C(=O)Cc1ccc(Cl)c(Cl)c1)C(CN1CCCC1)c1cccc(OCC(=O)O)c1 (stereo not given) | 2 | nt |
| Fc1ccc(N2CCN(Cc3ccc(F)cc3F)CC2)cc1 | -2 | 2 |
| COc1cc(OC)c(CN2CCN(C)CC2)cc1Br | -5 | -4 |
| COc1cc(C)c(CN2CCN(c3ccc(F)cc3)CC2)cc1C | -5 | 5 |
| CCc1c(C(=O)O)nnn1Cc1ccc(F)cc1F | 3 | -6 |
| Cc1ccc(S(=O)(=O)NCC2CCC(C(=O)N3CCC4(CC3)OCCO4)CC2)cc1 (stereo not given) | 1 | 10 |
| O=C1NC(=O)C(CCc2ccncc2)(CCc2ccncc2)C(=O)N1CCC1=CCCCC1 | -6 | 36 |
| CN(Cc1ccccc1)Cc1ccccc1OC(=O)N(C)C | -1 | 1 |
| COc1ccc2c(c1)C1(CCN(C(=O)Nc3ccccc3)C1)C(=O)N2C (stereo not given) | 5 | 3 |
| Cc1ccc(CNC(C)Cc2ccccc2)o1 (stereo not given) | -4 | -7 |
| CCOc1ccc(CN2CCN(CCO)CC2)cc1 | -6 | -2 |
| COc1ccc(CCNC2CCCC(C)C2)cc1 (stereo not given) | 4 | -18 |
| COc1cccc(C2C3C(=NN2C(C)=O)C2CCN3CC2)c1OC (stereo not given) | -8 | -6 |
| CC(CCCC(C)(C)O)NC1CCCCCC1 (stereo not given) | -6 | -7 |
| COc1cccc(Oc2c(C(F)(F)F)oc3cc(OC(=O)N(C)C)ccc3c2=O)c1 | 0 | 0 |
| COCC(C)NC1CC2CCC1C2 (stereo not given) | -2 | 0 |
| COc1ccc(C(=O)C(C)(C)NO)cc1 | 6 | 6 |

Arranged by length of the SMILES (smallest number first): part of the list above
| Compound | Pf apPOL block | mHTT-CaM PPI inh |
| --- | --- | --- |
| COCC(C)NC1CC2CCC1C2 (stereo not given) | -2 | 0 |
| CNC(=O)Oc1ccc2ncccc2c1 | -9 | -5 |
| COc1cc2c(cc1OC)C(C)NCC2 (stereo not given) | 0 | -4 |
| Cc1ccc(CNC(C)Cc2ccccc2)o1 (stereo not given) | -4 | -7 |
| COc1ccc(CCNC2CCCC(C)C2)cc1 (stereo not given) | 4 | -18 |
| CCOc1ccc(CN2CCN(CCO)CC2)cc1 | -6 | -2 |
| CCc1c(C(=O)O)nnn1Cc1ccc(F)cc1F | 3 | -6 |
| CN(Cc1ccccc1)Cc1ccccc1OC(=O)N(C)C | -1 | 1 |
| Fc1ccc(N2CCN(Cc3ccc(F)cc3F)CC2)cc1 | -2 | 2 |
| COc1ccc(CCN2CCN(c3ccccc3OC)CC2)cc1OC | -4 | 1 |
| CN1CCc2[nH]c(=S)c(C#N)c(-c3ccsc3)c2C1 | nt | 48 |
| COc1cc(C)c(CN2CCN(c3ccc(F)cc3)CC2)cc1C | -5 | 5 |
| CCC(=O)N1N=C2C3CCN(CC3)C2C1c1ccc(SC)cc1 (stereo not given) | -11 | 6 |
| Cn1cc(CC(=O)N2CCN(C3CCCCC3)CC2)c2ccccc21 | -2 | 23 |
| N#CC1=C(N)Oc2n[nH]c(-c3ccccc3)c2C1c1cccc(O)c1 (stereo not given) | 0 | 14 |
| COc1ccc2c(c1)C1(CCN(C(=O)Nc3ccccc3)C1)C(=O)N2C (stereo not given) | 5 | 3 |
| COc1cccc(Oc2c(C(F)(F)F)oc3cc(OC(=O)N(C)C)ccc3c2=O)c1 | 0 | 0 |
| Cc1ccc(S(=O)(=O)NCC2CCC(C(=O)N3CCC4(CC3)OCCO4)CC2)cc1 (stereo not given) | 1 | 10 |
| O=C1CSC(c2ccc(OCc3ccccc3)cc2)c2c(n(C3CCCC3)[nH]c2=O)N1 (stereo not given) | -4 | 1 |
| CN(C(=O)Cc1ccc(Cl)c(Cl)c1)C(CN1CCCC1)c1cccc(OCC(=O)O)c1 (stereo not given) | 2 | nt |
| Cc1ccc(OCCn2cc(/C=C3\C(=O)NC(=O)N(Cc4ccco4)C3=O)c3ccccc32)cc1 | -4 | 7 |

Further entries follow.
| Compound | Pf apPOL block | mHTT-CaM PPI inh |
| --- | --- | --- |
| CCOc1ccc(CN2CCN(c3cccc(Cl)c3)CC2)cc1 | -2 | -9 |
| COc1ccc(CNCCc2ccccc2OC)c(OC)c1 | -6 | -7 |
| S=C(S)N1CCCCC1 | 1 | nt |
| Cc1ccc(-c2nc3ccccc3c(=O)n2-c2ccc(F)cc2)cc1 | -3 | 13 |
| CN1CCN(C(=O)COc2ccc(-c3cnc4ccccc4n3)cc2)CC1 | -1 | -4 |
| O=S(=O)(c1cccc2n[se]nc12)N1CCOCC1 | -2 | -2 |
| COc1cc(C(O)CN)ccc1O (stereo not given) | -12 | nt |
| Cc1cc(OC(=O)N(C)C)cc2c1C(=O)C(=Cc1ccncc1)O2 | 0 | 6 |
| O=C(c1ccccc1)N1CCC2(CC1)OCCO2 | -3 | nt |
| O=C(O)COc1c(Cl)cc(C=C2C(=O)NC(=O)NC2=O)cc1Cl | -1 | 3 |
| COc1ccc(OC)c(CNC(=O)c2nc(C)n(C3CCN(C)CC3)c2C)c1 | -1 | 5 |
| COc1cc(C2OC3=C(C(=O)CC(C)(C)C3)C(N)=C2C#N)cc(I)c1O (stereo not given) | -4 | 1 |
| CC12C=CC(C)(O1)C1C(=O)N(c3ccc(Cl)c(C(F)(F)F)c3)C(=O)C12 (stereo not given) | 0 | -3 |
| CC(O)CN1CC2CC(C1)c1cccc(=O)n1C2 (stereo not given) | 0 | -1 |
| O=c1c2ccccc2nc(/C=C/c2ccccc2)n1-c1ccccc1[N+](=O)[O-] | 0 | 38 |
| COc1ccccc1NC(=S)N1CC2CC(C1)c1cccc(=O)n1C2 (stereo not given) | 0 | -2 |
| Cc1ccc(N/C(N)=N/[N+](=O)[O-])cc1NC(=O)c1ccc([N+](=O)[O-])cc1 | -3 | i |
| O=C(CCN1CCOCC1)Nc1ccc(Br)cc1C(=O)c1ccccc1 | -2 | 81* |
| COc1cc2c(=O)n(-c3ccccc3)c(=S)[nH]c2c(OC)c1OC | -7 | nt |
| N#Cc1ccc(C(=O)NCC#CCN2CCCC2)cc1 | -2 | -13 |
| COc1ccc(C=C2C(=O)NC(=O)NC2=O)cc1OCc1ccc(Cl)cc1Cl | -1 | 0 |
| CC[N+](CC)(CC)CC | 2 | nt |
| CCCC(=O)N1CCC2(C1)C(=O)Nc1ccc(OC)cc12 (stereo not given) | -4 | 0 |
| N#CC1=CN(c2ccc(F)cc2Cl)c2ccccc2S1(=O)=O | 1 | -2 |
| O=C(C(=O)N1CC2CC(C1)c1cccc(=O)n1C2)c1c[nH]c2ccccc12 (stereo not given) | -13 | 4 |
| CCCN1CCC(NC2CCC(O)CC2)CC1 (stereo not given) | 5 | -1 |
| O=C1Nc2ccccc2NC12CCNCC2 | 11 | 24 |
| C=CCc1cc(OC)c2c(c1)OCO2 | -10 | nt |
| c1ccc(-c2ccc(CN3CCOCC3)cc2)cc1 | 1 | -7 |
| CC1=N/C(=C\c2ccc([N+](=O)[O-])cc2)C(=O)N1c1ccc(Cl)cc1 | -1 | 19 |
| C[N+]1(C)CCN(c2ccccc2)CC1 | 5 | nt |
| CC(C)c1ccc(CN2CCN(C)CC2)cc1 | -22 | -3 |
| CN(C)C(=O)Oc1ccc2c(=O)c(-c3ccccc3)coc2c1 | -1 | -1 |
| CC(=O)c1cccc(NC(=O)c2cccn(Cc3ccccc3F)c2=O)c1 | -7 | 4 |
| O=C(CN1C(=O)CN=C(c2ccccc2)c2ccccc21)Nc1cccc(Cl)c1 | -1 | 27 |
| CNC(=O)C(C1CCCC1)N1CCN(C(=O)Cc2cccs2)CC1 (stereo not given) | -2 | 7 |
| N#Cc1cc(N2CC3CC(C2)c2cccc(=O)n2C3)c([N+](=O)[O-])cc1C#N (stereo not given) | -2 | 2 |
| C=C1C2CC3(C1O)C1CC4C5(C)CCC(O)C4(C3CC2=O)C1[N+]([O-])(CC)C5 (stereo not given) | -6 | nt |
| O=C(O)CCCCC[n+]1cc(N=C([O-])Nc2ccccc2)on1 | 1 | -5 |
| CN(C)CCC(=O)c1ccc(Cl)c(Cl)c1 | -2 | 100* |
| CN1C2CCC1CC(=NOC(=O)c1ccc([N+](=O)[O-])cc1)C2 | 4 | nt |
| O=C1CNC(c2ccccc2)c2cc(Br)ccc2N1 (stereo not given) | -4&0 | -1&3 |
| S=P(Nc1ccccc1)(Nc1ccccc1)Nc1ccccc1 | -5 | 0 |
| O=C1OC(c2cncc(Br)c2)=N/C1=C\c1cc(Br)cs1 | 2 | 1 |
| CCn1cc(C(=O)Nc2ccc(C)cc2)c2cccnc21 | -14 | 11 |
| COc1cccc(-n2c(C)nc3c(Cl)cc(Cl)cc3c2=O)c1 | -4 | -1 |
| O=C(NCCc1ccccc1)C(Cl)(Cl)Cl | 6 | -3 |
| Cc1c(C(C)C2NCC(C)CC2O)ccc2c1CC1C2CC=C2CC(O)CCC21C (stereo not given) | 0 | nt |
| CCOc1ccccc1N1CCN(Cc2ccc(SC)cc2)CC1 | 1 | 5 |
| OCCN1CCN(Cc2ccc(Cl)c(Cl)c2)CC1 | -4 | -9 |

(continued)
| Compound | Pf apPOL block | mHTT-CaM PPI inh |
| --- | --- | --- |
| CC1CCC2(NC1)OC1CC3C4CC=C5CC(O)CCC5(C)C4CCC3(C)C1C2C (stereo not given) | -5 | nt |
| O=C(Cc1ccccc1)NC(Oc1ccc([N+](=O)[O-])cc1)C(Cl)(Cl)Cl (stereo not given) | -3 | -2 |
| Brc1ccc(C2NCCc3[nH]cnc32)cc1 (stereo not given) | -4 | 31 |
| CNCCc1c[nH]c2ccccc12 | 1 | nt |
| Cc1ccc(N2CCN(Cc3ccccc3[N+](=O)[O-])CC2)cc1 | 0 | 37 |
| Cc1cc(C(=O)N2CC3CC(C2)c2cccc(=O)n2C3)c(C)o1 (stereo not given) | -2 | -10 |
